Screening data: PubChem, several laboratories
OX1R FRET antag: blocks the human orexin 1 receptor. OX1R-expressing cells, FRET antagonist read-out. inhibition, % at 6.6 µM. 330,000 compounds, 1.8% hits; in the data active = inhibition mostly above about 38%, no sharp cut-off; inactive = mostly below about 40%;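 note: 0% = agonist challenge alone and 100% = reference antagonist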
Target sequence (O43613 whole entry, looked up): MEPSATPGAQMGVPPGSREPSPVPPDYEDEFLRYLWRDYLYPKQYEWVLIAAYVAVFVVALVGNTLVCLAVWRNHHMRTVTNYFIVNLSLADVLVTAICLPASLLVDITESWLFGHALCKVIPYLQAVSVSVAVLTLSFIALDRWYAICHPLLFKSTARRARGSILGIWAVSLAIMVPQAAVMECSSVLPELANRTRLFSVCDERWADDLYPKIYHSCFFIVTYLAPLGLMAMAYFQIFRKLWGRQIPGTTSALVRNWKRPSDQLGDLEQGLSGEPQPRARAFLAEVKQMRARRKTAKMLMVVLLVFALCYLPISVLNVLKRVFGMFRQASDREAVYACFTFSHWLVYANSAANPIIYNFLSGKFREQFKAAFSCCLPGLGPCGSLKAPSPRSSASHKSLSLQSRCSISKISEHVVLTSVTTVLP
STK33 inh: inhibitors of human STK33 kinase | Q9BYT3 | purified STK33, MBP phosphorylation, ADP-Glo luminescence | inhibition, % at 10 µM | 320,000 compounds, 0.073% hits;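 active = inhibition at or above 25%, using the most active replicate where run in duplicate; inactive = inhibition below 25%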
Starred values were filed as active, the others as inactive; x = no result given. Rows are unselected. Share with any hit: about 1.8%.

A first look, 16 compounds:
SMILES	OX1R FRET antag	STK33 inh
O=C1NC[C@H](c2ccccc2)OC(=O)[C@H](Cc2ccc(F)cc2)CC/C=C/C[C@@H]1CC(=O)N(CCO)Cc1ccccc1	29.3	-0.2
O=C(NCc1ccccn1)c1nc(Cn2ccc([N+](=O)[O-])n2)no1	47.5	0.4
O=C(CCC1CCN(C(=O)c2cc(C(F)(F)F)ccc2Cl)CC1)NC1CC1	9.0	-1.3
Cc1ccc(S(=O)(=O)N2CCN(C(=O)COC(=O)c3c(C)noc3C)CC2)c(C)c1	16.1	-0.8
O=C(NCc1nc2ccccc2[nH]1)C1=C[C@@H](c2ccccc2)C[C@@H](OCCCCO)O1	12.1	0.1
CCOC(=O)c1nsnc1NCCSC(=N)N	30.1	-0.7
C[C@H](CO)N1C[C@H](C)[C@@H](CN(C)C(=O)Nc2ccc(C(F)(F)F)cc2)Oc2ccc(NS(=O)(=O)c3ccccc3)cc2C1=O	12.5	-0.2
CSc1cccc(NC(=O)CCc2ccccc2)c1	26.6	-0.3
C/C(CC(=O)Nc1cccnc1)=N\NC(=O)C(=O)NC(C)C	1.3	-0.3
CC(C)(CNC(=O)c1cc(Cl)c(O)c(Cl)c1)N1CCCCC1	5.9	0.7
Cc1cc(C)c(NC(=O)C(=O)NCc2ccco2)c(C)c1	5.4	0.9
CCOc1ccccc1NC(=O)C1COc2ccccc2O1 (stereo unspecified)	x	0.9
O=C(OCc1ccc(COC(=O)c2ccccn2)cc1)c1ccccn1	11.7	0.0
CC(=O)N1CCc2cc(S(=O)(=O)NCCCOC(C)C)ccc21	2.4	-0.7
CC/C(=N\NC(=O)c1c(C)nc2ccccn12)c1ccccc1	11.2	-0.3
COC(=O)[C@H](CC(C)C)NC(=O)Cn1cnc(C(=O)Nc2ccc(C)c(C)c2)n1	5.1	x

The whole of this part (from the top)
SMILES	OX1R FRET antag	STK33 inh
O=C1NC[C@H](c2ccccc2)OC(=O)[C@H](Cc2ccc(F)cc2)CC/C=C/C[C@@H]1CC(=O)N(CCO)Cc1ccccc1	29.3	-0.2
O=C(NCc1ccccn1)c1nc(Cn2ccc([N+](=O)[O-])n2)no1	47.5	0.4
O=C(CCC1CCN(C(=O)c2cc(C(F)(F)F)ccc2Cl)CC1)NC1CC1	9.0	-1.3
Cc1ccc(S(=O)(=O)N2CCN(C(=O)COC(=O)c3c(C)noc3C)CC2)c(C)c1	16.1	-0.8
O=C(NCc1nc2ccccc2[nH]1)C1=C[C@@H](c2ccccc2)C[C@@H](OCCCCO)O1	12.1	0.1
CCOC(=O)c1nsnc1NCCSC(=N)N	30.1	-0.7
C[C@H](CO)N1C[C@H](C)[C@@H](CN(C)C(=O)Nc2ccc(C(F)(F)F)cc2)Oc2ccc(NS(=O)(=O)c3ccccc3)cc2C1=O	12.5	-0.2
CSc1cccc(NC(=O)CCc2ccccc2)c1	26.6	-0.3
C/C(CC(=O)Nc1cccnc1)=N\NC(=O)C(=O)NC(C)C	1.3	-0.3
CC(C)(CNC(=O)c1cc(Cl)c(O)c(Cl)c1)N1CCCCC1	5.9	0.7
Cc1cc(C)c(NC(=O)C(=O)NCc2ccco2)c(C)c1	5.4	0.9
CCOc1ccccc1NC(=O)C1COc2ccccc2O1 (stereo unspecified)	x	0.9
O=C(OCc1ccc(COC(=O)c2ccccn2)cc1)c1ccccn1	11.7	0.0
CC(=O)N1CCc2cc(S(=O)(=O)NCCCOC(C)C)ccc21	2.4	-0.7
CC/C(=N\NC(=O)c1c(C)nc2ccccn12)c1ccccc1	11.2	-0.3
COC(=O)[C@H](CC(C)C)NC(=O)Cn1cnc(C(=O)Nc2ccc(C)c(C)c2)n1	5.1	x
CCOC(=O)c1c(-c2ccccc2)csc1NC(=O)c1cccc(N2C(=O)CCC2=O)c1	19.9	-0.7
O=C(Nc1nc2c(Cl)cccc2s1)c1ccc(Br)o1	11.2	-1.6
Cc1cccnc1	0.4	0.7
COc1ccccc1N1CCN(C2CCCN(C(=O)c3ccsc3)C2)CC1 (stereo unspecified)	13.4	-1.6
O=C(Nc1ccc(F)cc1)C(Cc1ccccc1)n1cccc1 (stereo unspecified)	22.8	-0.2
CC(=O)Nc1nnc(SCC(=O)NCC2CCCO2)s1 (stereo unspecified)	6.6	-1.4
COc1ccccc1C(=O)Nc1c2c(nn1-c1ccc([N+](=O)[O-])cc1)CS(=O)(=O)C2	13.2	-1.6
CC(=O)N1N=C(c2ccccc2)OC1(C)CC(=O)Nc1ccccc1 (stereo unspecified)	21.1	-1.1
Nc1cc(=O)[nH]c(SCC(=O)Nc2cc(S(=O)(=O)N3CCCCCC3)ccc2Cl)n1	12.9	-0.5
SMILES	OX1R FRET antag	STK33 inh
COc1ccc(-c2nnc3sc(C4CCCCC4)nn23)cc1OC	10.7	0.7
CNC(=S)N1N=C(c2ccc(Br)cc2)CC1c1ccc(OC)cc1 (stereo unspecified)	15.2	-2.3
COc1ccc(CCC(=O)NCCS(=O)(=O)N2CCN(c3ccc(F)cc3)CC2)cc1	16.0	-2.0
NS(=O)(=O)c1ccc(NC(=O)NC2CCCCC2)cc1	-0.2	-0.9
Cc1cc(C)cc(NC(=S)NCc2ccc3[nH]c4c(c3c2)CCCC4)c1	22.5	0.7
CC(NC(=O)OC(C)(C)C)C(=O)NC(CCC(=O)OCc1ccccc1)C(N)=O (stereo unspecified)	11.6	-0.7
Cc1ccc(C(=O)COC(=O)c2cc(Cl)nc3ccccc23)cc1	9.4	0.0
CC1CC(C)CN(S(=O)(=O)c2ccc(NC(=O)CCN3C(=O)C4CC=CCC4C3=O)cc2)C1 (stereo unspecified)	1.4	x
CC(C)C[C@H](NC(=O)c1[nH]cnc1C(=O)N[C@@H](C)C(=O)OC(C)(C)C)C(=O)OC(C)(C)C	13.6	0.6
